Source: PubChem BioAssay (Dana-Farber Cancer Institute and Novartis Institutes for BioMedical Research (Cambridge, Mass))
USP8 block: inhibitors of human USP8 deubiquitinase; purified USP8, Ub-rhodamine cleavage fluorescence, 30 min; inhibition, % at 20 µM; 47,000 compounds, 4.2% hits
USP30 block: inhibitors of human USP30 deubiquitinase. Ubiquitin carboxyl-terminal hydrolase 30 (Homo sapiens), Q70CQ3. purified USP30, Ub-rhodamine cleavage fluorescence. inhibition, % at 25 µM. 47,000 compounds, 5.3% hits. AID 1645860, 2021
USP7 inh: inhibitors of human USP7 deubiquitinase; Ubiquitin carboxyl-terminal hydrolase 7 (Homo sapiens), Q93009; purified USP7, Ub-rhodamine cleavage fluorescence; inhibition, % at 20 µM; 47,000 compounds, 0.3% hits; AID 1645854, 2021
Target sequence (Q93009 whole entry, looked up): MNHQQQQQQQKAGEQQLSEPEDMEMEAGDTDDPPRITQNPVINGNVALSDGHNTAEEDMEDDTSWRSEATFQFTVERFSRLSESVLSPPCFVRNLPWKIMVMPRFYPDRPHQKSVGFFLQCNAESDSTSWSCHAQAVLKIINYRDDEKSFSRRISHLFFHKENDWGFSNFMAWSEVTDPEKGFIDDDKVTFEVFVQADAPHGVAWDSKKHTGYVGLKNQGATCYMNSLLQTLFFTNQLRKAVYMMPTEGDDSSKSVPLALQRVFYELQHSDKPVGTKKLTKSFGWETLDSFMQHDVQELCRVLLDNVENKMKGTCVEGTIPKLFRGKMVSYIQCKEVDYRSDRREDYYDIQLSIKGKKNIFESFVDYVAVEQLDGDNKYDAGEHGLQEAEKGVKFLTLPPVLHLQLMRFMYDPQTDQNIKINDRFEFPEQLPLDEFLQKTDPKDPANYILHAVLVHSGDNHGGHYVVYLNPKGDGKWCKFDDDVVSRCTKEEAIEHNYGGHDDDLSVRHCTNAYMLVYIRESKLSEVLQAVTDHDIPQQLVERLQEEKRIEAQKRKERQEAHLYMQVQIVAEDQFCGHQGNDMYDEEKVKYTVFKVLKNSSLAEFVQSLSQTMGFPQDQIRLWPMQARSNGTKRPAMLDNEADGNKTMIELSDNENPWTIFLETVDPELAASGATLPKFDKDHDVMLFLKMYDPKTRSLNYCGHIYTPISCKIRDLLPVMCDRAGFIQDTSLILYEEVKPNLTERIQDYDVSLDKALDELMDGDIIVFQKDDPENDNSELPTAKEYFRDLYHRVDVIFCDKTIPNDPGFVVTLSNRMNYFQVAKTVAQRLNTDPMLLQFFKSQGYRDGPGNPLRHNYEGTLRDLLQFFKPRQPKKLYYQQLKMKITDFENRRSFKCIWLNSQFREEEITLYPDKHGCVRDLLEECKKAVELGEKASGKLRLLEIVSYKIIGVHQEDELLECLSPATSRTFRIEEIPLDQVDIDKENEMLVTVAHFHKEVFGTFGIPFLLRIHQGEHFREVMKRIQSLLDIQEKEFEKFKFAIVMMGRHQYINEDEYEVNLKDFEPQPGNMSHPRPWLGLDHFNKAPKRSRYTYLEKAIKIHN
OTUD3 block: inhibitors of human OTUD3 deubiquitinase; OTU domain-containing protein 3 (Homo sapiens), Q5T2D3; purified OTUD3, Ub-rhodamine fluorescence, 2 h; inhibition, % at 25 µM; 47,000 compounds, 0.7% hits; AID 1645858, 2021
UCHL1 block: inhibitors of human UCHL1 deubiquitinase. 47,000 compounds, 0.2% hits. AID 1645859, 2021. Ubiquitin carboxyl-terminal hydrolase isozyme L1 (Homo sapiens), P09936. purified UCHL1, Ub-rhodamine cleavage fluorescence. inhibition, % at 20 µM
USP17 block: inhibitors of human USP17 deubiquitinase | Ubiquitin carboxyl-terminal hydrolase 17-like protein 5 (Homo sapiens), A8MUK1 | purified USP17, Ub-rhodamine cleavage fluorescence, 3 h | inhibition, % at 50 µM | 47,000 compounds, 6.5% hits | AID 1645855, 2021
USP28 inh: inhibitors of human USP28 deubiquitinase. Ubiquitin carboxyl-terminal hydrolase 28 (Homo sapiens), Q96RU2. purified USP28, Ub-rhodamine cleavage fluorescence, 30 min. inhibition, % at 25 µM. 47,000 compounds, 3% hits
USP10 block: inhibitors of human USP10 deubiquitinase; purified USP10, Ub-rhodamine fluorescence, 60 min; 47,000 compounds, 1.1% hits; inhibition, % at 20 µM; AID 1645856, 2021; Ubiquitin carboxyl-terminal hydrolase 10 (Homo sapiens), Q14694
An asterisk follows results filed as active; i = inactive; . = not tested or not shown. Cut-off read from the data, not from the text of the source: active = inhibition above about 30%; inactive = the rest. The order is random (roughly 13% active in at least one column).

SMILES	USP8 block	USP30 block	USP7 inh	OTUD3 block	UCHL1 block	USP17 block	USP28 inh	USP10 block
O=C1CC(c2ccc(F)cc2)Cc2nc(NCc3ccco3)ncc21 (centres undefined)	20	11	7	3	1	1	3	4
COc1ccccc1CN(C(=O)c1ccco1)C(C(=O)NC1CCCCC1)c1ccc(OC)c(OC)c1 (centres undefined)	-105	-50	-11	-19	-6	.	-8	-14
Cc1cccc(OCC(=O)Nc2ccc3c(c2)Sc2ncccc2C(=O)N3C)c1	4	-32	-10	-8	-2	14	4	-7
CN(C(=O)Cn1c(=O)c2cnc(-c3ccccc3)nc2n(C)c1=O)C1CCCCC1	16	14	1	3	1	7	5	-1
Cc1cc(C)n(CC2CN(Cc3ccc(C(N)=O)cc3)CCO2)n1 (centres undefined)	-13	-3	0	-13	-3	.	0	1
CN(Cc1ccccc1)C(=O)Cn1c(=O)n(-c2ccccc2)c2ncccc21	0	-12	-4	-8	-3	-12	-9	-4
CCN1C(=O)c2cccnc2Sc2cc(NC(=O)CCc3cccc(OC)c3)ccc21	-20	-55	-6	-18	-8	4	44*	-5
CCCOc1ccc(C(=O)NC2CCSc3ccccc32)cc1 (centres undefined)	0	6	4	-7	0	0	-8	9
Cc1cc(Cl)ccc1OCC(=O)N1CCCc2ccccc21	0	-95	-47	-15	-5	-26	12	-8
Cc1nn(CC(=O)N2CCc3ccccc32)c(C)c1S(=O)(=O)NC(C)(C)C	-6	-21	-5	-9	-1	-24	-15	-7
CCn1c2ccccc2c2cc(NC(=O)Cc3ccccc3Cl)ccc21	-4	-37	-2	-5	-5	6	0	0
COc1cc(-n2c(=O)c3ccccc3n(Cc3cccc(F)c3)c2=O)cc(OC)c1OC	8	35*	9	21	11	26	13	14
COc1ccccc1CC(=O)Nc1cccn2c(C)nnc12	0	8	4	12	0	8	9	-1
O=C(NCc1cccnc1)c1ccc(Cn2cnc3ccccc3c2=O)o1	27	20	6	15	0	7	23	-5
Cc1cc(C)n(CC2CCCN2Cc2nnc(C3CC3)n2C)n1 (centres undefined)	0	-41	-1	-10	-5	-11	-15	-6
Cn1c2ccccc2c(=O)c2c(=O)n(Cc3ccco3)c(-c3ccccc3F)nc21	90*	-29	5	-4	11	9	-11	61*
Cc1nn(-c2ccccn2)c2ncc(C(=O)c3cc(F)ccc3O)cc12	6	-19	-30	-4	-4	-6	-24	-9
Cc1cc(=O)[nH]c(NC2CCN(Cc3nnnn3Cc3ccc4c(c3)OCO4)CC2)n1	-9	0	-8	4	2	3	3	1
COc1ccccc1NC(=O)CN1CCN(Cc2ccccc2C)S1(=O)=O	-117	6	-40	5	2	-5	13	-1
Cc1cccc(NC(=O)C2c3c(ncn3C)CCN2C(=O)c2cccnc2)c1 (centres undefined)	-82	-13	1	-2	-4	-17	-1	-1
CCCSc1nc(NCCN2CCOCC2)c2c3c(sc2n1)COC(C)(C)C3	-19	-89	-12	-29	-6	-56	-42	-6
O=C(COC(=O)c1nn(-c2ccccc2)c(=O)c2ccccc12)c1ccc2c(c1)OCCO2	-17	-12	1	-12	-5	-6	-11	-8
O=C(Nc1nc(C(=O)N2CCc3ccccc3C2)co1)c1ccco1	0	-17	-3	-2	-3	-21	-2	0
NS(=O)(=O)c1ccc(CCNC(=O)c2nc(-c3ccccc3)n(-c3ccccc3)n2)cc1	-11	-27	-1	-10	-2	-9	-5	0
Cc1ccc(Cl)cc1N1CCN(C(=O)CN2Cc3ccccc3C2=O)CC1	10	23	-1	13	2	11	47*	0
O=C(NC(c1ccccc1)c1ccccc1)C(c1ccc(Cl)cc1Cl)N(Cc1ccccc1)C(=O)c1ccccn1 (centres undefined)	9	22	10	7	7	0	3	8
COc1cccc(CNC(=O)[C@H](C)N2C(=O)N3CCc4c([nH]c5ccc(OC)cc45)[C@@]3(C)C2=O)c1	-29	-16	-3	7	-3	23	1	-6
Cc1ccc(NC(=O)CCc2ccc3nc[nH]c3c2)c(C)c1	3	10	1	-6	-5	-8	-7	-2
CC(=O)c1c(O)cc2c(c1C)C(=O)CC(O)C2 (centres undefined)	5	-64	-12	3	2	19	10	7
Cc1cc2c(cn1)C(=O)c1c(O)cc(O)cc1C2=O	-228	-216	-11	12	12	11	34*	0
O=C(NC1CC1)c1cn(-c2ccc(S(=O)(=O)N3CCCC3)cn2)cn1	-1	0	1	2	2	5	8	2
Cc1cc(=O)n2[nH]c(CNc3cccc(Cl)c3)nc2n1	-21	-19	-9	5	-16	-14	0	-8
Cc1ccccc1NC(=O)Cn1cccc(S(=O)(=O)N2CCCCCC2)c1=O	0	-25	-87	-9	-6	-4	-13	-3
Cc1ccc(S(=O)(=O)N(C)c2ccc(OCC(=O)Nc3ccc4c(c3)OCO4)cc2)cc1	12	1	8	4	1	9	11	-4
O=C(C1CC1)N1C[C@@H]2c3nc(Nc4ccccc4)ncc3CS(=O)(=O)[C@@H]2C1	-10	15	0	0	1	0	0	2
CC1=C(C(=O)Nc2ccc3c(c2)OCCO3)C2(CCCCCC2)OC1=O	-25	-15	-6	-17	-2	-28	-17	-2

In a second layout: 4 of the compounds above.
SMILES | USP8 block | USP30 block | USP7 inh | OTUD3 block | UCHL1 block | USP17 block | USP28 inh | USP10 block
Cc1cc(=O)[nH]c(NC2CCN(Cc3nnnn3Cc3ccc4c(c3)OCO4)CC2)n1 | -9 | 0 | -8 | 4 | 2 | 3 | 3 | 1
O=C(C1CC1)N1C[C@@H]2c3nc(Nc4ccccc4)ncc3CS(=O)(=O)[C@@H]2C1 | -10 | 15 | 0 | 0 | 1 | 0 | 0 | 2
Cc1cc(C)n(CC2CCCN2Cc2nnc(C3CC3)n2C)n1 (centres undefined) | 0 | -41 | -1 | -10 | -5 | -11 | -15 | -6
CN(Cc1ccccc1)C(=O)Cn1c(=O)n(-c2ccccc2)c2ncccc21 | 0 | -12 | -4 | -8 | -3 | -12 | -9 | -4

One compound at a time (already shown).
Cc1ccccc1NC(=O)Cn1cccc(S(=O)(=O)N2CCCCCC2)c1=O in the list: USP8 block: 0; USP30 block: -25; USP7 inh: -87; OTUD3 block: -9; UCHL1 block: -6; USP17 block: -4; USP28 inh: -13; USP10 block: -3
O=C(NC(c1ccccc1)c1ccccc1)C(c1ccc(Cl)cc1Cl)N(Cc1ccccc1)C(=O)c1ccccn1 (centres undefined) in the list: USP8 block: 9; USP30 block: 22; USP7 inh: 10; OTUD3 block: 7; UCHL1 block: 7; USP17 block: 0; USP28 inh: 3; USP10 block: 8

The listing continues.
SMILES	USP8 block	USP30 block	USP7 inh	OTUD3 block	UCHL1 block	USP17 block	USP28 inh	USP10 block
CC1(c2ccc3c(c2)CCC3)NC(=O)N(Cc2cc(=O)n3ccsc3n2)C1=O (centres undefined)	16	-31	-6	0	0	33*	7	-8
CC(=O)c1ccc(NS(=O)(=O)c2cc(-c3nc(C)cs3)n(C)c2C)cc1	-15	-12	1	-13	-4	-18	-15	1
CSc1ncccc1C(=O)Nc1ccnn1Cc1ccccn1	-32	-16	-5	-2	-4	-10	-10	-1
COc1ccccc1C(=O)N1CC2CN(S(=O)(=O)c3ccc(C)cc3)CC(C1)O2	5	-9	-2	0	-2	-10	-11	-6
Cc1ccc(NC(=O)Cc2noc(-c3ccccc3F)n2)cc1C	-42	-136	-13	-34	-19	-59	-45	-10
COc1ccc(-n2nnnc2CNC(=O)COc2ccc3ccccc3c2)cc1	-4	-1	-6	-3	-1	0	9	1
CC(C)OCCCn1c(=O)c2ccccc2n2c(CCC(=O)N3CCN(c4ccccn4)CC3)nnc12	-17	-2	-2	5	-2	-4	-4	-1
Cc1noc(C)c1CN1CCOC2(CCCN(c3ncccc3F)C2)C1 (centres undefined)	-58	i	-7	-143	0	-132	-191	-5
O=S(=O)(C1CC1)N1CCOC2(CCCN(c3ccccn3)C2)C1 (centres undefined)	-56	-78	2	-15	2	-20	-12	0
CCOC(=O)C(C)Oc1cccc2c(=O)n(CC(=O)N3CCCc4ccccc43)ccc12 (centres undefined)	7	9	1	15	0	-2	6	-1
COCCN1C(=O)CO[C@H]2CN(c3nccc(C(F)(F)F)n3)C[C@H]21	-273	-13	-11	-3	3	-25	-12	-3
COCc1ccc(-c2ccc(S(=O)(=O)C3CCN(CC(=O)c4ccc(F)cc4)CC3)cc2)cc1	7	-88	-8	-12	-2	-1	-14	-6
Cc1nc2c(-c3ccccc3)c(C)nn2c(C)c1CC(=O)Nc1ccc(F)cc1	16	20	4	14	3	11	6	4
Cc1nc(-c2ccccc2)sc1C(=O)/C=C/c1c(F)cccc1Cl	-35	-32	9	-2	0	12	13	3
NCCCC(N)CC(=O)NCCCC(N)CC(=O)NCCCC(N)CC(=O)NCCCC(N)CC(=O)NCCCC(N)CC(=O)NCCCC(N)CC(=O)NC1C(NC2=N[C@@H]3C(=O)NC[C@@H](O)[C@H]3N2)OC(CO)C(OC(N)=O)C1O (some centres undefined)	-5	32*	8	22	-1	1	23	-3
Cc1ncc(-c2nccnc2C2CCN(C(=O)c3n[nH]c4ccccc34)CC2)n1C	1	5	2	1	0	0	0	1
CN(C)c1ccc(C(=O)Nc2ccc(S(=O)(=O)N3CCCC3)cc2)cc1	-1	-28	0	0	-1	-8	42*	0
CCc1ccc(Nc2cc(C(=O)NC3CCCC3)c3ccccc3n2)cc1	-11	-13	1	-5	-2	-5	-10	3
Cc1cc(C)c(NC(=O)COc2ccc3ccccc3c2Br)c(C)c1	-23	9	-40	9	1	6	2	0
CN1CCN(c2ccc(NS(=O)(=O)c3ccc(Cl)cc3)cc2)CC1	-13	15	2	5	-2	-6	1	0
O=C(c1cccs1)N1CCN(CC2CC3C=CC2C3)CC1 (centres undefined)	11	5	4	14	3	9	1	-1
CCCN(C)C(=O)c1csc(-c2ccc(N3CCCC3)nc2)n1	-21	-31	-5	-10	-3	-5	-10	-5
O=c1[nH]c2ccccc2c(O)c1-c1nc(-c2ccccc2F)no1	-12	10	1	-7	-1	-13	0	4
Cc1ccccc1NC1c2ncccc2C(=O)N1Cc1ccco1 (centres undefined)	-13	-22	-6	-2	-1	.	-3	0
CCn1c(SCC(=O)N2CCOCC2)nnc1C(C)NC(=O)c1ccccc1 (centres undefined)	-112	-9	2	-7	-1	-8	-4	1
O=C(Nc1ccccc1F)NC1CCc2nc(C(F)(F)F)cn2C1 (centres undefined)	7	-4	3	5	0	0	5	1
COc1ccc(C2NC(=O)NC(C)=C2C(=O)OC2CCCC2)cc1OC (centres undefined)	35*	-1	-5	-4	-2	0	-1	0
CCn1nc(-n2cnnc2)c(NS(=O)(=O)c2ccc(C)c(C)c2)c1C	-8	14	4	6	-1	0	-7	-1
O=C(Nc1cccc(-n2cnnn2)c1)C1CCCCN1S(=O)(=O)c1ccccc1 (centres undefined)	-36	-8	-3	-10	-3	-18	-4	-4
O=c1[nH]c(CN2CCN(Cc3ccc4c(c3)OCO4)CC2)nc2cc(Cl)ccc12	-3	-48	-6	-20	-12	-26	-23	-13
O=C(Cc1c[nH]c2ccccc12)N1CCc2c(nc(-c3ccccc3)[nH]c2=O)C1	-6	-32	-1	-6	0	3	-1	-4
Cn1nc(C(=O)N2CCOCC2)c2c1CN(Cc1ccccc1)CC2	-32	13	4	10	2	7	6	3
Cc1ccccc1Cn1ccc2ccn(Cc3cccnc3)c2c1=O	19	30*	-50	20	2	14	60*	0
O=C(Cc1ccc(F)cc1)N1CCC([C@@H]2C[C@H](C(F)F)n3ncnc3N2)CC1	12	23	8	9	2	9	12	2
O=C(CNCc1cccc(Cl)c1)N1CCc2ccccc2C1	72*	3	-8	3	3	46*	7	-1
O=C(C1CCCN1S(=O)(=O)c1ccc(Cl)cc1)N1CCN(Cc2ccccc2)CC1 (centres undefined)	-31	-10	-1	-1	0	-5	-4	-4
O=C1CCCCCN1CC(=O)N1CCCCC1Cn1cccn1 (centres undefined)	-10	2	3	-2	-1	-21	-15	1
O=C(Cc1ccccc1)c1ccc(Br)s1	17	9	-28	15	1	25	35*	1
CCCN1Cc2cccc(C(=O)NCc3ccc(OC)cc3)c2C1=O	5	1	0	-3	2	-21	11	0
COc1ccc(C(CNC(=O)c2cccc(F)c2)N2CCCCC2)cc1 (centres undefined)	1	-11	-4	2	-2	-1	-6	-1
COCCn1c(Cc2cccn2C)nnc1SCC(=O)Nc1ccc(C(C)=O)cc1	0	-13	-2	-11	0	0	-6	-1
CCOc1ccc(NC(=O)CN2CCN(Cc3cccc(C)c3)S2(=O)=O)cc1	16	0	3	25	3	2	2	-2
